# 12-LOX inh: inhibitors of human 12S-lipoxygenase ALOX12; P18054; purified 12hLO, xylenol orange hydroperoxide absorbance; Potency, µM (doses to about 108 µM), for inactives: at the highest dose activity change, negative = inhibition, actives largely listed as inhibitors; 580,000 compounds, 1.1% hits; AID 1671190
#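 Purified human 12hLO (150 nM final) in 25 mM Hepes, 0.01% Triton X-100, pH 7.0 was preincubated 15 min at room temperature with compound. Then 40 uM arachidonic acid was added, 30 min. Hydroperoxide was read by Fe-XO absorbance ratio 573/405 nm.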
# GLS inhibitor: inhibitors of human glutaminase (GLS) | O94925 | GLS enzymatic activity, qHTS titration | Potency, µM (series often up to 45.5 µM), without a hit: top-dose activity change, negative = inhibition, most hits filed as inhibitors | 410,000 compounds, 0.21% hits
# Target sequence (O94925 whole entry, looked up): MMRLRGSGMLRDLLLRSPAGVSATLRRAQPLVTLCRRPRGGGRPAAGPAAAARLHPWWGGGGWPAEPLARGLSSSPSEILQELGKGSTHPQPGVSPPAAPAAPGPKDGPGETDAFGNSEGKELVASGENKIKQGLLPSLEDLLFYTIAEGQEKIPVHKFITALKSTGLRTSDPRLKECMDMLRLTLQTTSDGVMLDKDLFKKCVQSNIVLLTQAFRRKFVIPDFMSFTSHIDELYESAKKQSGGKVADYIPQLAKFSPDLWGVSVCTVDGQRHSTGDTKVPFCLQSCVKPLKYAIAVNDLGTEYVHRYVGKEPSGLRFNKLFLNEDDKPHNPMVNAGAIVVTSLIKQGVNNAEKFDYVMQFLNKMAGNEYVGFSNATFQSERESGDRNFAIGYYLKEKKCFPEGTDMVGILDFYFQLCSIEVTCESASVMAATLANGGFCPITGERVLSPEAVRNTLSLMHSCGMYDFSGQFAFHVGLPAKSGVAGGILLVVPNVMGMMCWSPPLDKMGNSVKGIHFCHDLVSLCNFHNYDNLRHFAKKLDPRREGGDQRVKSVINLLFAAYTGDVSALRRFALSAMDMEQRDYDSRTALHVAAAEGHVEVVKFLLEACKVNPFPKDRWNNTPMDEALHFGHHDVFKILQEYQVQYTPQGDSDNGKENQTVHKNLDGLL
#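 Read-out is an Amplex red fluorescence increase coupled through glutamate oxidase and HRP, measured before and after 30 min room-temperature incubation. hKGA is in 45 mM KH2PO4 (pH 8.2) with 0.02% Tween-20; glutamine added as 1mM solution.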
# An asterisk follows results filed as active; ? = inconclusive; & = joins results of further samples; [ ] = another dose, or the depositor's remark. The call rests on the fitted dose curve; in most records, active means well fitted inhibition curve with a large enough effect; inconclusive means small, poorly fitted or top-dose-only effect, or another doubt; inactive means no such curve, though single readings can be large or run the other way. On the % scale 0 is the no-effect control and ±100 the full control effect; potency means the concentration at half of the fitted maximal effect.
12-LOX inh | GLS inhibitor | SMILES
-7.9% | -3.2% | COC(=O)c1ccc(CNC(=O)/C=C/[C@H]2O[C@@H](n3cc(C)c(=O)[nH]c3=O)C[C@@H]2O)cc1
-15.6% | -1.5% | CCCCN(C=O)c1c(CC)nc2c(OCc3ccc(C(F)(F)F)cc3)cccn12
? | -3.3% | CC(=O)c1ccc(-c2cnc3c(NC=O)cc(-c4cnn(C)c4)cn23)cc1
7.1% | -0.5% | COc1ccc(OC(F)(F)F)cc1CC1(C)C(=O)Nc2ccc(S(=O)(=O)NC3CCCCC3)cc21 (stereo not drawn)
-8.6% | -1.7% | COCCN1C[C@@H](CO)O[C@@H](n2cnc3c(NCC(C)C)ncnc32)C1
10.2% | 3.8% | O=C1c2ccccc2C(c2nnnn2Cc2ccccc2)N1Cc1cccnc1 (stereo not drawn)
3.6% | -11.0% | CCCCNC(=O)C[C@@H]1C[C@@]2(C(=O)OCC)CCCC=C2N(Cc2ccc(Cl)cc2Cl)C1=O
-17.8% | 1.5% | COCCNC(=O)c1[nH]c(C(F)(F)F)nc1-c1ccccc1
-11.2% | -5.5% | N#Cc1cccnc1N1CCN(C(=O)c2[nH]c(C(F)(F)F)nc2-c2ccccc2)CC1
? | -1.9% | COc1cc(C(O)c2nc(-c3cccc(C(C)C)c3)cs2)ccc1F (stereo not drawn)
-9.6% | 0.4% | O=C(Nc1ccccc1)Nc1nnc([C@H]2C[C@H](O)[C@@H](CO)O2)s1
-3.3% | 4.2% | COc1ccc(C2=Nc3ccccc3NC(=O)C2N(CCc2ccccc2)C(=O)c2cccs2)cc1 (stereo not drawn)
-3.2% | 4.7% | NC(c1csc(Nc2ccc(C(=O)c3ccccc3)cc2)n1)c1ccccc1Cl (stereo not drawn)
-36.8% | 28.5% | CC(=O)Nc1ccc(-c2ccnc3c2CC(C)(C(=O)NCc2ccc(N4CCN(C)CC4)cc2)O3)cc1 (stereo not drawn)
-29.3% | 3.9% | CCCCNC(=O)C1(C)CCCCN1C(=O)c1cc(-c2ccccc2)cs1 (stereo not drawn)

# Single records, from the list above:
# `COc1cc(C(O)c2nc(-c3cccc(C(C)C)c3)cs2)ccc1F` (stereo not drawn) is listed as 12-LOX inh: ?; GLS inhibitor: -1.9%
# `CCCCNC(=O)C1(C)CCCCN1C(=O)c1cc(-c2ccccc2)cs1` (stereo not drawn) is listed as 12-LOX inh: -29.3%; GLS inhibitor: 3.9%

# Next part:
12-LOX inh | GLS inhibitor | SMILES
-16.7% | 6.7% | CC1(Oc2cccc(C#N)c2)CCN(Cc2ccccc2OC(F)F)C1 (stereo not drawn)
2.4% | -3.0% | CC1(C(=O)NCC2CCOCC2)Cc2c(-c3cccc(C(F)(F)F)c3)ccnc2O1 (stereo not drawn)
? | 0.0% | COc1ccc(CN2C(=O)COc3ccccc3C2c2nc3ccccc3[nH]2)cc1 (stereo not drawn)
? | 1.0% | COc1cccc(C(C)(O)c2nc(-c3ccc4c(c3)OCO4)cs2)c1 (stereo not drawn)
18.3% | -9.2% | O=C(Nc1cccc2ccccc12)c1csc([C@@H]2O[C@H](CO)[C@H](O)[C@H](O)[C@H]2O)n1
? | -1.6% | CCCCNC(=O)C1(C)CCCCN1Cc1ccc(-c2ccccc2)cc1 (stereo not drawn)
-9.9% | -0.5% | COc1cccc(CN2CCC2(C)C(=O)Nc2ccc(C)cc2)c1F (stereo not drawn)
-6.8%[22.9 µM] | 25.2% | CCOC(=O)COc1ccc2c(C)c(CCN(CC)CC)c(=O)oc2c1Cl
-3.2% | 8.2% | O=C(CC[C@H]1O[C@@H](n2ccc(=O)[nH]c2=O)[C@H](O)[C@@H]1O)N[C@@H](Cc1ccccc1)C(=O)NCc1ccccc1
13.4% | 2.0% | CCc1nc2ccc(C(=O)NCCCN3CCCC3=O)cn2c1N(C)C(=O)c1cccc(OC)c1
1.0% | 2.1% | O=C(Nc1ccccc1N1CCOCC1)[C@@H]1O[C@H](CO)[C@H](O)[C@H](O)[C@H]1O
-6.1% | -5.0% | OCCN1CCN(c2ncnc3c2ncn3[C@H]2CN(Cc3ccc(-c4ccccc4)cc3)C[C@@H](CO)O2)CC1
5.4% | ? | COc1ccc([C@H]2CC(=O)C[C@@H](CCn3cc(C(C)C)nn3)O2)cc1
2.3% | 10.3% | CCC(c1nnnn1-c1c(C)cccc1C)N1CCN(c2ccccn2)CC1 (stereo not drawn)
-1.2% | -6.6% | CC1(C(=O)NCc2ccccc2)Cc2c(-c3cccc(C(N)=O)c3)ccnc2O1 (stereo not drawn)

# Further records:
12-LOX inh | GLS inhibitor | SMILES
-26.4% | -0.1% | COc1ccc(-c2coc3c(C(=O)Nc4cccnc4)cccc23)c(C)c1
? | 2.9% | CC(=O)NC(c1cccc(F)c1)c1nc(-c2ccc(C)c(C)c2)cs1 (stereo not drawn)
-11.3% | 2.7% | CN(c1ccc(Cl)cc1)c1cc2c(c3c1ccn3C)C1CCC2C1 (stereo not drawn)
1.5% | 1.6% | CC(=O)NC(C)(c1ccccc1)c1nc(-c2cccc(C#N)c2)cs1 (stereo not drawn)
-14.7% | -0.2% | CC1(C(=O)NS(=O)(=O)c2cccc(F)c2)CCN1C(=O)Cc1ccc(Cl)cc1Cl (stereo not drawn)
-24.6% | 0.4% | CC1(C(=O)NCc2cccnc2)CCN1C(=O)Cc1cccs1 (stereo not drawn)
13.0% | 0.0% | COc1ccc(CN2C[C@@H](CO)O[C@@H](n3cnc4c(NCc5cc(OC)c(OC)c(OC)c5)ncnc43)C2)cc1
-9.3% | -8.8% | CNc1ccc(-c2cccc([N+](=O)[O-])c2)cn1
5.7% | -0.2% | COc1ccc(C(C)(NC(C)=O)c2nc(-c3ccc(S(C)(=O)=O)cc3)cs2)cc1 (stereo not drawn)
-3.6% | 3.6% | Cc1c(O)cnc2nn(-c3ccccc3)c(=N)n12
-27.6% | 5.1% | CC(=O)N1CCN(Cc2cc(=O)oc3ccccc23)CC1
-4.6% | ? | O=C(NCC1CC1)c1ccc2nc([C@@H]3O[C@H](CO)[C@H](O)[C@H](O)[C@H]3O)[nH]c2c1
? | 23.4% | CC(=O)Nc1cnc(-c2ccccc2O)cn1
? | 1.8% | CCCS(=O)(=O)NC(=O)C1(C)CCN(C(=O)c2nc(C)oc2C)C1 (stereo not drawn)
-8.2% | -4.5% | CCC(=O)N1CCC1(C)C(=O)Nc1cccc2c1CCCC2 (stereo not drawn)

# Further compounds follow:
12-LOX inh | GLS inhibitor | SMILES
? | 5.3% | O=C(C[C@@H]1C[C@@H]2c3cc(NS(=O)(=O)c4ccc(F)cc4)ccc3O[C@@H]2[C@H](CO)O1)NCc1ccc(Oc2ccccc2)cc1
-5.1% | 5.1% | NC(CCc1ccccc1)c1csc(NC(=O)NCCc2ccccc2)n1 (stereo not drawn)
-1.0% | 2.0% | CCCCNC(=O)C1(C)CCCCN1C(=O)c1ccc(C#N)cc1 (stereo not drawn)
? | 13.5% | COC(=O)c1ccc2nc(-c3ccc(C#N)cc3)c(Cc3ccsc3)n2c1
3.6% | 1.0% | COc1cc(C(=O)N2CCCCC2c2cc(C(=O)NC(C)C)no2)cc(OC)c1C (stereo not drawn)
19.0% | 5.2% | O=C(NCc1cccnc1)c1cc(C2CCCCN2C(=O)c2ccc3ccccc3c2)on1 (stereo not drawn)
-24.7% | -9.2% | O=C1Nc2ccccc2N=C(c2ccccc2)C1N(Cc1ccc(F)cc1)C(=O)c1cccnc1 (stereo not drawn)
-7.3% | -3.2% | O=C(NCc1ccc(F)cc1F)[C@@H]1CCCN1C(=O)[C@@H]1CCCN1C(=O)c1cccc(Cl)c1
-40.0% | -4.0% | COc1ccc(NC(=O)C2c3ccccc3OCC(=O)N2Cc2ccc3c(c2)OCO3)cc1 (stereo not drawn)
-2.7% | -5.9% | O=C(/C=C/[C@H]1O[C@@H](n2ccc(=O)[nH]c2=O)[C@H](O)[C@@H]1O)NCCN1CCOCC1
6.1% | -3.8% | CCc1nc2ccc(C(=O)NCCc3ccccn3)cn2c1N(C)Cc1nccs1
? | -0.8% | Nc1ccn([C@@H]2O[C@H](C(=O)NCCCN3CCCC3=O)[C@@H](O)[C@H]2O)c(=O)n1
-1.6% | -21.7% | CCCCOCCCNC(=O)C[C@@H]1C[C@@]2(C(=O)OCC)CCCC=C2N(Cc2ccc3c(c2)OCO3)C1=O
? | 1.2% | O=C1CCC(OCc2ccccc2)CCN1[C@H](CSc1ccccc1)Cc1ccccc1 (stereo partly drawn)
-18.2% | -14.5% | CCOC(=O)[C@]12CCC=C1N(Cc1ccc(Cl)cc1Cl)C(=O)[C@H](CC(=O)NCc1cccs1)C2

# Additional results:
12-LOX inh | GLS inhibitor | SMILES
2.4% | -2.5% | CCCCNC(=O)C1(C)CCCCN1C(=O)c1oc2ccccc2c1C (stereo not drawn)
-10.4% | ? | COc1cccc(C=C(C(C)=O)C(=O)c2ccccc2)c1
-10.3% | -2.3% | CC(=O)C1=CCC(c2ccc(Cl)c(Cl)c2)N(S(=O)(=O)c2ccc(C)cc2)C1 (stereo not drawn)
15.1% | 3.8% | CCCCCCN1CCN(C2CN(C3CCCCC3)S(=O)(=O)C2)CC1 (stereo not drawn)
0.7% | 12.3% | C[C@@H]1COc2cc(N3CCC[C@H]3CO)ccc2S(=O)(=O)N1
3.9%&94.3% | 0.9% | COP(=O)(OC)OC(c1ccc(Cl)cc1)P(=O)(OC)OC (stereo not drawn)
-1.6% | 6.2% | COc1cccc(C(O)c2nc(-c3cccc4cccnc34)cs2)c1 (stereo not drawn)
4.0% | 3.8% | CC(=O)NCCNC(=O)C1(C)Cc2c(-c3cccc(NC(C)=O)c3)ccnc2O1 (stereo not drawn)
-12.6% | 6.0% | OC(c1cccc(F)c1)c1ncc(-c2ccc(Oc3ccccc3)cc2)[nH]1 (stereo not drawn)
-26.4% | -1.5% | COc1ccc(-c2coc3c(C(=O)NCc4ccc(F)c(F)c4)cccc23)c(C)c1
7.2% | -2.5% | Cc1ccccc1-c1cnc(C(O)c2ccc(F)cc2C)[nH]1 (stereo not drawn)
-5.6% | 3.9% | C[C@H](c1ccccc1)N1C[C@@H](COCc2ccccc2)Oc2cc(N3CC[C@@H](O)C3)ccc2S1(=O)=O
-5.0% | 3.3% | COCCNC(=O)C1CCCN(Cc2ccc(C#N)cc2)CC1 (stereo not drawn)
? | -0.7% | CCOC(=O)C1(C)CCCN1C(=O)c1csnn1 (stereo not drawn)
? | 6.9% | CC(=O)c1cccc(-c2ccnc3c2CC(C(=O)Nc2cccc(OC(F)(F)F)c2)O3)c1 (stereo not drawn)

# Pulled by structure from the list above (3):
12-LOX inh | GLS inhibitor | SMILES
-10.3% | -2.3% | CC(=O)C1=CCC(c2ccc(Cl)c(Cl)c2)N(S(=O)(=O)c2ccc(C)cc2)C1 (stereo not drawn)
-5.0% | 3.3% | COCCNC(=O)C1CCCN(Cc2ccc(C#N)cc2)CC1 (stereo not drawn)
3.9%&94.3% | 0.9% | COP(=O)(OC)OC(c1ccc(Cl)cc1)P(=O)(OC)OC (stereo not drawn)

# Molecules listed so far with a thiophene ring, fused or not:
12-LOX inh | GLS inhibitor | SMILES
-3.3% | 4.2% | COc1ccc(C2=Nc3ccccc3NC(=O)C2N(CCc2ccccc2)C(=O)c2cccs2)cc1 (stereo not drawn)
-29.3% | 3.9% | CCCCNC(=O)C1(C)CCCCN1C(=O)c1cc(-c2ccccc2)cs1 (stereo not drawn)
-24.6% | 0.4% | CC1(C(=O)NCc2cccnc2)CCN1C(=O)Cc1cccs1 (stereo not drawn)
? | 13.5% | COC(=O)c1ccc2nc(-c3ccc(C#N)cc3)c(Cc3ccsc3)n2c1
-18.2% | -14.5% | CCOC(=O)[C@]12CCC=C1N(Cc1ccc(Cl)cc1Cl)C(=O)[C@H](CC(=O)NCc1cccs1)C2

# (cont.)
12-LOX inh | GLS inhibitor | SMILES
? | -4.9% | COc1ccc(CNC(=O)CC[C@H]2O[C@@H](n3ccc(=O)[nH]c3=O)[C@H](O)[C@@H]2O)cc1
8.3% | 1.1% | CC(C)CNC(=O)C1(C)CCCN1C(=O)c1cncc(Br)c1 (stereo not drawn)
-1.7% | 1.8% | CCOC(=O)C1(C)CCCCN1C(=O)c1ccoc1 (stereo not drawn)
-12.4% | 18.2% | Cc1cc(C)nc(Nc2nc(C(N)CCc3ccccc3)cs2)n1 (stereo not drawn)
-15.6% | 0.7% | Cc1nccn1-c1ccc(NC(=O)[C@H]2O[C@@H](n3ccc(=O)[nH]c3=O)[C@H](O)[C@@H]2O)cc1
-5.5% | 2.4% | CNc1nc(Oc2cccc(NC(C)=O)c2)c2sccc2n1
? | -5.9% | CC(=O)C1=CCC(c2cccs2)N(S(=O)(=O)c2ccc(C)cc2)C1 (stereo not drawn)

# Quoted from the listing:
# 12-LOX inh with CCOC(=O)C1(C)CCCCN1C(=O)c1ccoc1 (stereo not drawn) reads -1.7%
# GLS inhibitor with COc1ccc(CNC(=O)CC[C@H]2O[C@@H](n3ccc(=O)[nH]c3=O)[C@H](O)[C@@H]2O)cc1 reads -4.9%
# GLS inhibitor with Cc1nccn1-c1ccc(NC(=O)[C@H]2O[C@@H](n3ccc(=O)[nH]c3=O)[C@H](O)[C@@H]2O)cc1 reads 0.7%

# Compound activity deposited in PubChem BioAssay by National Center for Advancing Translational Sciences (NCATS).

# These rows are one share of the data; rates above refer to the full screens.
